# High-throughput results as filed in PubChem BioAssay.
# Pin1 inhibitor = qHTS Assay to Find Inhibitors of Pin1. Peptidyl-prolyl cis-trans isomerase NIMA-interacting 1 (Homo sapiens), Q13526. 390,000 tested, 0.009% active. Pin1 FP peptide displacement, HiFluor488, 10 min. AID 504891, 2011. Potency, µM (highest dose often 115 µM), inactives show top-dose activity, negative = inhibition, hits mostly inhibitors; active = well fitted inhibition curve with a large enough effect in the polarisation, with a control signal flat, not every such curve was filed as active; inconclusive = small, poorly fitted or top-dose-only effect, or effect the other way, or a change in a side signal; inactive = no such curve, though single readings can be large or run the other way; the % refers to the polarisation; also: % is scaled to controls: 0 for no effect and ±100 for the full control effect
# Target sequence (Q13526 whole entry, looked up): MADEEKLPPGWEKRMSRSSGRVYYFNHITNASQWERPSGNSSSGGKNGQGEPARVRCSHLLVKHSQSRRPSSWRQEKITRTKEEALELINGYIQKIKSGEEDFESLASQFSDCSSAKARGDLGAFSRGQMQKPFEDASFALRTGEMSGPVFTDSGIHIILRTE
# HP1b binding inh = HTS for Inhibitors of HP1-beta Chromodomain Interactions with Methylated Histone Tails; 390,000 tested, 0.56% active; AlphaScreen HP1-beta / biotin-H3K9me3 peptide binding; AID 540317, 2011; Chromobox protein homolog 1 (Homo sapiens), P83916; Potency, µM (doses to about 114 µM), for inactives: at the top dose activity change, negative = inhibition, hits mostly inhibitors; also: nearly all actives have a fitted effect of over 70% in size; inactives centre near 23
# Target sequence (P83916 whole entry, looked up): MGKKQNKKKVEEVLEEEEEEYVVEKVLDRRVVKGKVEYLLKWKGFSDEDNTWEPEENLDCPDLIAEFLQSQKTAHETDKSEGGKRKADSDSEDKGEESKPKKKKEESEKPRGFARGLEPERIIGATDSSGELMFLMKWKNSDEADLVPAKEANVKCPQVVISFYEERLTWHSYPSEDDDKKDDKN
#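 AlphaScreen: HP1-beta (50 nM) preformed 30 min with biotin-H3(1-18)K9me3 peptide (50 nM) in PBS pH 7.4, 0.01% Tween-20. Compound added for 30 min at RT, then streptavidin donor/nickel chelate acceptor beads (10 ug/mL) for 30 min.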
# ERG-DNA inh = qHTS for Small Molecule Inhibitors of the ERG Ets/DNA interaction. fluorescence polarization, His-ERG Ets domain / labelled DNA. AID 624246, 2012. Potency, µM (titrated, usually from 76.9 µM), for inactives: at the top dose FP activity, negative = inhibition, hits mostly inhibitors. Transcriptional regulator ERG (Homo sapiens), P11308. 370,000 tested, 0.028% active; active = well fitted inhibition curve with a large enough effect in the polarisation, with a control signal flat; inconclusive = small, poorly fitted or top-dose-only effect, or effect the other way, or a change in a side signal; inactive = no such curve, though single readings can be large or run the other way; the % refers to the polarisation;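 also: polarization taken with two DNA probes labelled with fluorescein and Texas red; % of control where 0% means no effect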
# Target sequence (P11308 whole entry, looked up, the tested form may be a part): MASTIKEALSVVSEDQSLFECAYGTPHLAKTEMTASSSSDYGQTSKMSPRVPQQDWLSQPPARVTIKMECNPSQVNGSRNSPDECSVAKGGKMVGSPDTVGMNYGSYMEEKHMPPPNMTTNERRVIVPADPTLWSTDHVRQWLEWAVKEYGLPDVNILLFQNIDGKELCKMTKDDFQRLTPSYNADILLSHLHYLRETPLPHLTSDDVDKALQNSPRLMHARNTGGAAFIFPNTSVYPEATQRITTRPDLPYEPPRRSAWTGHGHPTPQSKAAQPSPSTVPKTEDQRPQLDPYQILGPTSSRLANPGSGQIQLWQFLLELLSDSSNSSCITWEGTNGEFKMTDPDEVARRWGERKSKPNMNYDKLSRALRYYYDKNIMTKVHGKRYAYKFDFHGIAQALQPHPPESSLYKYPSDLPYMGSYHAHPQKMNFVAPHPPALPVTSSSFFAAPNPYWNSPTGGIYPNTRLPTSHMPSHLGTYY
#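 His-tagged ERG Ets domain (1 uM in the protein solution; 300mM KCl, 50mM Tris-HCl, 1mM EDTA, 1mM DTT, pH 7.5) received compound, then a probe mix of 5 nM fluorescein-DNA and 100nM Texas-615-DNA. Fluorescence polarization was read for both dyes.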
# RGS4 inh = Inhibitors of Regulator of G Protein Signaling (RGS) 4: qHTS; Transcreener GDP fluorescence polarization, RGS4-accelerated GTP hydrolysis; Regulator of G-protein signaling 4 (Homo sapiens), P49798; 390,000 tested, 0.039% active; Potency, µM (highest dose often 114 µM), inactives show at the top dose activity change, negative = inhibition, hits mostly inhibitors; AID 504845, 2011; also: % is scaled to controls: 0 for no effect and ±100 for the full control effect; nearly all actives have a fitted effect of over 75% in size; some results filed as inactive show a strong effect at the top dose
#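 MLSMR compounds (23 nl, pin-transferred) preincubated 10 min at room temperature with a 500nM (2x) first reagent, then RGS4 at 900nM (2x) plus Transcreener GDP mix added; fluorescence polarization (620/688 nm) read before and after 90 min at 30 °C.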
# 12-LOX inh = Primary qHTS assay for inhibitors of human arachidonate 12S-lipoxygenase (ALOX12): Round 2. Potency, µM (top dose mostly 108 µM), for inactives: at the highest dose activity change, negative = inhibition, usual class: inhibitors. purified 12hLO, xylenol orange hydroperoxide absorbance. Polyunsaturated fatty acid lipoxygenase ALOX12 (Homo sapiens), P18054. 580,000 tested, 1.1% active; also: % is scaled to controls: 0 for no effect and ±100 for the full control effect
#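 Purified human 12hLO at 150 nM in 25 mM Hepes, 0.01% Triton X-100, pH 7.0, preincubated 15 min at room temperature with compound. Reaction started with 40 uM arachidonic acid, 30 min at room temperature. Hydroperoxide measured by Fe-xylenol orange, 573/405 nm absorbance ratio.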
# PGK inhibitor = qHTS Assay to Find Inhibitors of Phosphoglycerate Kinase | PGK/GAPDH coupled, Kinase-Glo luminescence, 60 min | 380,000 tested, 0.043% active | AID 602233, 2012 | Phosphoglycerate kinase, glycosomal (Trypanosoma brucei brucei), P07378 | Potency, µM (highest dose often 57.5 µM), for the others: at the highest dose activity change, negative = inhibition, actives largely listed as inhibitors; also: % is scaled to controls: 0 for no effect and ±100 for the full control effect; nearly all actives have a fitted effect of over 60% in size
#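 Luminescent ATP detection (Kinase-Glo Plus) follows a 60-minute room-temperature incubation, with wells lacking PGK as controls. Buffer: 100 mM TEA (pH 7.6), 5 mM MgCl2, 0.01% Tween-20. Coupling enzyme GAPDH (100 nM final) supplies unstable 1,3-BPG in-well.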
# TrxR1 inh = qHTS Assay for Inhibitors of Mammalian Selenoprotein Thioredoxin Reductase 1 (TrxR1): qHTS; Thioredoxin reductase 1, cytoplasmic (Rattus norvegicus), O89049; recombinant rTrxR1, NADPH fluorescence consumption, selenite substrate; Potency, µM (series often up to 114 µM), for the others: at the highest dose activity change, negative = inhibition, most hits filed as inhibitors; 390,000 tested, 1% active; also: % is scaled to controls: 0 for no effect and ±100 for the full control effect; nearly all actives have a fitted effect of over 65% in size
#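 Rat TrxR1 (90 nM in the dispensed reagent) was pre-reduced with 400 uM NADPH for 5 min at room temperature, then incubated with compound for 15 min. After 400 uM selenite was added, NADPH fluorescence (Ex 340/Em 450 nm) was followed for 8 min.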
# JMJD2A Tudor = qHTS Assay for Inhibitors of JMJD2A-Tudor Domain; AlphaScreen JMJD2A-Tudor / H3K4me3 peptide binding; Potency, µM (highest dose often 114 µM), without a hit: top-dose activity change, negative = inhibition, actives largely listed as inhibitors; 390,000 tested, 4.4% active; AID 504339, 2011; also: % is scaled to controls: 0 for no effect and ±100 for the full control effect; nearly all actives have a fitted effect of over 50% in size
# GLS inhibitor = qHTS for Inhibitors of Glutaminase (GLS) | Glutaminase kidney isoform, mitochondrial (Homo sapiens), O94925 | GLS enzymatic activity, qHTS titration | Potency, µM (doses to about 45.5 µM), inactives show at the top dose activity change, negative = inhibition, most hits filed as inhibitors | 410,000 tested, 0.21% active; also: % is scaled to controls: 0 for no effect and ±100 for the full control effect
#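 Compounds were pin-transferred onto hKGA, after which L-glutamine (1 mM solution) and a detection mix of glutamate oxidase, HRP and Amplex Red were added. Initial and 30 min RT fluorescence reads were collected.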
# * = called active by the depositor; i = inactive; ? = inconclusive; . = not tested or not shown; [ ] = dose if it differs, or a comment. Unless noted, calls follow the shape of the dose curve; as a rule, active = well fitted curve in the direction sought with a large enough effect; inconclusive = small, poorly fitted or top-dose-only effect, or another doubt; inactive = no such curve, though single readings can be large; an effect the other way counts as inactive or inconclusive. Potency is read from the fitted curve at half-maximal effect. An excerpt, so the mix of outcomes need not match the whole.
SMILES,Pin1 inhibitor,HP1b binding inh,ERG-DNA inh,RGS4 inh,12-LOX inh,PGK inhibitor,TrxR1 inh,JMJD2A Tudor,GLS inhibitor
O=C(c1cc(-c2cccnc2)nc2ccc(Cl)cc12)N1CCC2(CC1)OCCO2,1%,8%,-3%,13%,97%[activator],-5%,14%[57.1 µM],-10%,6%
COc1ccc(CN2CCCC(C(=O)c3ccc(Cl)cc3)C2)c(O)c1 (stereo not given),-3%,55%[activator],-4%,11%,?,3%,-8%,-15%,17%
C=CCn1c(O)c(C(C)=NCC2CCCO2)c(=O)[nH]c1=O (stereo not given),-6%,14%,2%,-13%,104%[activator],i,26%[57.1 µM],-10%,7%
CCC(C)N1C(=O)NC(=O)C2(Cc3cc(C)ccc3N(C)C2)C1=O (stereo not given),-9%,50%[activator],5%,10%[11.4 µM],0%,-8%,6%[57.1 µM],-13%[57.1 µM],-1%
Cc1nnc(SCc2nc3ccccc3c(=O)n2-c2ccccc2Cl)n1N,-8%,30%,.,18%,16%,.,16%,-10%,6%
CCOC(=O)c1cccc(NC2c3ccccc3C(=O)N2Cc2ccco2)c1 (stereo not given),28%,-1%,-13%,-2%,4%,-1%,16%[57.1 µM],?,11%
CC(=O)c1cn(Cc2ccccc2C#N)c2ccccc12,5%,31%,-3%,-1%,-7%,4%,13%[57.1 µM],8%,0%
C[C@]12CC[C@H](O)CC1C(=O)CC1C2CC[C@@]2(C)C1CC[C@@H]2O (stereo not given in full),11%,23%,-5%,-16%,-8%,-2%,2%[11.4 µM],-1%,-4%
CN1CCCC1C(O)(c1ccccc1)c1ccccc1 (stereo not given),?,24%,-10%,2%,-6%,i,22%,-6%,-2%
O=[N+]([O-])c1cc(F)c(N2CCCCCC2)cc1N1CCNCC1,3%,-2%,3%,-32%,-15%,i,-4%,-28%,1%
O=C1NC(=O)C(Cc2ccccc2)C(=O)N1,-2%,14%[57 µM],-2%,-9%,-4%,7%,-10%[2.29 µM],-8%,15%
O=C(N/N=C/c1c(O)n(CCc2ccccc2)c(=O)[nH]c1=O)c1ccncc1,13%,41%[activator],4%,-22%,1%,i,?,-32%,-8%
O=C(O)Cn1cc(/C=C2\C(=O)NC(=O)N(Cc3ccco3)C2=O)c2ccccc21,32%[activator],-31%,30%,-28%,?,?,32µM*,79µM*,?
CC1CCCC(C2(O)C(=O)Nc3ccccc32)C1=O (stereo not given),-8%,4%,4%,7%,-21%,-10%,20%,-6%,4%
CCOP(=O)(OCC)c1ccc(O)cc1,-5%,15%,-5%,20%,1%,.,0%,-24%,4%
O=C(C(=O)N1CCOCC1)c1cn(Cc2ccc(F)cc2)c2ccccc12,0%,85%[activator],-10%,-13%[56.9 µM],6%,i,18%,-14%,4%
O=C(Nc1ccccc1)N(Cc1ccc2c(c1)OCO2)C1CCN(Cc2ccccc2)CC1,-5%,27%,-5%,-11%,?,0%,15%,-30%,-8%
CCOC(=O)CSCCOc1ccc(C=C2C(=O)NC(=O)NC2=O)cc1OC,-9%,31%,5%,?,-23%,1%,?,-19%,-7%
Cc1cccc(N2CCN(CCc3ccccc3)CC2)c1C,3%,12%,-9%,20%,?,7%,2%,-28%,14%
COC1=CC(=O)OC(/C=C/c2ccccc2)C1 (stereo not given),-1%,20%,3%,9%,1%,-6%,13%,-11%,0%

# Laid out differently: twelve of the compounds above.
structure	Pin1 inhibitor	HP1b binding inh	ERG-DNA inh	RGS4 inh	12-LOX inh	PGK inhibitor	TrxR1 inh	JMJD2A Tudor	GLS inhibitor
CCOC(=O)c1cccc(NC2c3ccccc3C(=O)N2Cc2ccco2)c1 (stereo not given)	28%	-1%	-13%	-2%	4%	-1%	16%[57.1 µM]	?	11%
CC(=O)c1cn(Cc2ccccc2C#N)c2ccccc12	5%	31%	-3%	-1%	-7%	4%	13%[57.1 µM]	8%	0%
C[C@]12CC[C@H](O)CC1C(=O)CC1C2CC[C@@]2(C)C1CC[C@@H]2O (stereo not given in full)	11%	23%	-5%	-16%	-8%	-2%	2%[11.4 µM]	-1%	-4%
CN1CCCC1C(O)(c1ccccc1)c1ccccc1 (stereo not given)	?	24%	-10%	2%	-6%	i	22%	-6%	-2%
O=[N+]([O-])c1cc(F)c(N2CCCCCC2)cc1N1CCNCC1	3%	-2%	3%	-32%	-15%	i	-4%	-28%	1%
O=C1NC(=O)C(Cc2ccccc2)C(=O)N1	-2%	14%[57 µM]	-2%	-9%	-4%	7%	-10%[2.29 µM]	-8%	15%
O=C(N/N=C/c1c(O)n(CCc2ccccc2)c(=O)[nH]c1=O)c1ccncc1	13%	41%[activator]	4%	-22%	1%	i	?	-32%	-8%
O=C(O)Cn1cc(/C=C2\C(=O)NC(=O)N(Cc3ccco3)C2=O)c2ccccc21	32%[activator]	-31%	30%	-28%	?	?	32µM*	79µM*	?
CC1CCCC(C2(O)C(=O)Nc3ccccc32)C1=O (stereo not given)	-8%	4%	4%	7%	-21%	-10%	20%	-6%	4%
CCOP(=O)(OCC)c1ccc(O)cc1	-5%	15%	-5%	20%	1%	.	0%	-24%	4%
O=C(C(=O)N1CCOCC1)c1cn(Cc2ccc(F)cc2)c2ccccc12	0%	85%[activator]	-10%	-13%[56.9 µM]	6%	i	18%	-14%	4%
O=C(Nc1ccccc1)N(Cc1ccc2c(c1)OCO2)C1CCN(Cc2ccccc2)CC1	-5%	27%	-5%	-11%	?	0%	15%	-30%	-8%

# (continued)
SMILES,Pin1 inhibitor,HP1b binding inh,ERG-DNA inh,RGS4 inh,12-LOX inh,PGK inhibitor,TrxR1 inh,JMJD2A Tudor,GLS inhibitor
C[C@H](CCC(=O)O)[C@H]1CC[C@H]2[C@@H]3C(=O)C[C@@H]4CC(=O)CC[C@]4(C)[C@H]3CC(=O)[C@]12C,-21%,57%[activator],-18%,3%,5%,-6%,?,-19%,-18%
O=C(O)C1C2c3ccccc3C(=O)C1(C(=O)O)c1ccccc12 (stereo not given),-6%,42%[activator],-2%,-9%,-8%,-3%,5%[11.4 µM],-1%,-4%
CN(C)C1(CNC(=O)c2cc(S(=O)(=O)N3CCOCC3)c(Cl)cc2Cl)CCCCC1,-1%,8%,-7%,11%,-4%,-5%,-3%,-22%,17%
COCCN1C(=NCCCOC(C)C)N[C@@H](c2ccccc2)C(C(=O)OC)=C1C,6%,29%,-2%,-1%,-26%,4%,11%,?,4%
CN(C)C(=O)Oc1ccc2c(c1)O/C(=C\c1cccc([N+](=O)[O-])c1)C2=O,-7%,36%,12%,-8%,?,-6%,-17%,-19%,1%
CC(=NCCC(c1ccccc1)c1ccccc1)c1c(O)n(C)c(=O)n(C)c1=O,-1%,28%,-15%,-2%,-8%,-6%,-14%,-3%,2%
CCOC(=O)C(NS(=O)(=O)c1ccc(C)cc1)(C(F)(F)F)P(=O)(OCC(C)C)OCC(C)C (stereo not given),?,15%,6%,?,40µM*,-1%,-78%,?,?
O=C1CC=C2C3CC4N(CCC45c4cc(O)c(O)cc4N1C25)CC3=CCBr (stereo not given),?,?,0%,-43%,?,?,-50%[57.1 µM],3.5µM*,24%
CCOC(=O)C(O)(c1ccc(N(C)C(=O)COc2ccccc2)cc1)C(F)(F)F (stereo not given),3%,50%[activator],-11%,42%,4%,4%,9%[57.1 µM],-4%,22%
CN(N)N=Nc1nc2c([nH]1)c(=O)n(C)c(=O)n2C,-5%,17%,-4%,-12%,?,i,40%[activator][57.1 µM],79µM*,?
O=C(CN1CCCCC1)c1ccc(F)cc1,-1%,66%[activator],21%,-7%[56.9 µM],-2%,3%,12%[57.1 µM],-7%,-5%
